Screens (PubChem BioAssay)
M. tuberculosis GlmU: inhibition of mycobacterial GlmU enzyme – biochemical, glucosamine-1-phosphate acetyltransferase (AID 1376); M. tuberculosis GlmU acetyltransferase enzyme assay; higher % means a stronger effect; inhibition, %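 (tested at 30 µM in the primary screen)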, or IC50 in µM where a hit was titrated; 220,000 compounds, 0.25% hits; in the data active = inhibition above about 13%;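 also: 0% = complete reaction with vehicle and 100% = reaction without substrate; strong numbers were not always called active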
RmlCD inh 1536: inhibitors of Mycobacterium tuberculosis RmlC and RmlD coupled enzymes; P9WH09+P9WH11; RmlC+RmlD coupled enzyme assay, percent inhibition; primary screen in compound mixtures; inhibition, % at 3.6 µM; 160,000 compounds, 0.03% hits; AID 1533; in the data active = inhibition mostly above about 34%, no sharp cut-off; also: some results filed as inactive read as strong as hits
Target sequence (P9WH09 whole entry, looked up): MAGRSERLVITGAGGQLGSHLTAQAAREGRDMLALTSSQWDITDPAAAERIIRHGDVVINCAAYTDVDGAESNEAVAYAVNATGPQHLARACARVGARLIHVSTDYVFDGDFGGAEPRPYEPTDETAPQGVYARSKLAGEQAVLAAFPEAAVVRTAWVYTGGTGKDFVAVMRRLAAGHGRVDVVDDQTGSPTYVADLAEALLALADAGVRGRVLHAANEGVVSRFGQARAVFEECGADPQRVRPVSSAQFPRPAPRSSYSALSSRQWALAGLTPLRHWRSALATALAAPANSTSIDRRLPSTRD
Target sequence (P9WH11 whole entry, looked up): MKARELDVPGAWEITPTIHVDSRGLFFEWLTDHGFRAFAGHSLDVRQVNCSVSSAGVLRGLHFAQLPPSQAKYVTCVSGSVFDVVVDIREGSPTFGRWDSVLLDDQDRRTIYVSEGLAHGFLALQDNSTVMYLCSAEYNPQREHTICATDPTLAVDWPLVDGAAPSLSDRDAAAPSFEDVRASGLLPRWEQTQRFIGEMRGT
Active calls of the source: *; x = no result given. A portion of the library (hit frequency here may not be typical).

SMILES	M. tuberculosis GlmU	RmlCD inh 1536
COc1ccc(/C=N/OCC(=O)N2CC3(C)CC2CC(C)(C)C3)cc1OC (configuration not stated)	-3.9%	-2
COc1cc(/C=N\NC(=O)c2c(C)nc3cc(C)ccn23)ccc1O	4.6%	10
NC(=O)CN1CCOCCN(CC(N)=O)CCOCC1	3.1%	x
CN1C(=O)Cc2cc(S(=O)(=O)NCc3cccs3)ccc21	1.3%	5
COC(=O)CSc1nnc(CSc2nc(C)cc(C)n2)o1	2.6%	x
CC(NS(=O)(=O)c1ccc(OCC(=O)Nc2cccc([N+](=O)[O-])c2)cc1)c1ccccc1 (configuration not stated)	3.8%	7
O=C(COC(=O)c1ccc(Cl)nc1)Nc1ccc2c(c1)OCO2	-2.2%	-10
O=c1[nH]c(C2CCCN(S(=O)(=O)c3ccc(F)cc3)C2)nc2c1nnn2Cc1ccccc1 (configuration not stated)	-2.2%	8
NS(=O)(=O)c1ccc(CCNC2CC(=O)N(Cc3ccccc3)C2=O)cc1 (configuration not stated)	3.4%	x
COc1ccc(NC(=O)c2ccc(S(=O)(=O)N(C)C)cc2)cc1	-0.7%	-10

Brought forward from above: 2 compounds; new compounds follow.
SMILES	M. tuberculosis GlmU	RmlCD inh 1536
NS(=O)(=O)c1ccc(CCNC2CC(=O)N(Cc3ccccc3)C2=O)cc1 (configuration not stated)	3.4%	x
COc1ccc(NC(=O)c2ccc(S(=O)(=O)N(C)C)cc2)cc1	-0.7%	-10
O=C(NCC1CCCO1)C1CC(c2ccccc2Cl)=NO1 (configuration not stated)	-1.1%	x
Cc1ccccc1NC1=NCC(C)S1 (configuration not stated)	10%	-5
O=C(Cc1csc(Nc2nc(=S)[nH]c3ccccc23)n1)NCCCN1CCN(c2ccccc2F)CC1	5.5%	-5
N#Cc1cccc(NC(=O)c2nc(-c3ccccc3)n(-c3ccccc3)n2)c1	7.1%	8
O=[N+]([O-])c1ccc(C(=S)N2CCN(Cc3ccccc3)CC2)cc1	-2.1%	-1
CCOC(=O)C1CCN(C(=O)Cn2cc(C(=O)OC)c3ccccc32)CC1	7.4%	-4
CC(/C=N/n1c(COc2ccccc2)n[nH]c1=S)=C\c1ccco1	-1.7%	-5
O=C(Cc1ncc(C(F)(F)F)cc1Cl)NC1CC1	8.9%	4
CN(C)CCCNC(=O)/C=C/c1ccc(OCc2c(F)cccc2Cl)cc1	2.7%	4
COc1cccc(/C=C/C(=O)Nc2ccccc2N2CCOCC2)c1	-1.5%	-3
CCN1/C(=C/c2ccc3cc(C)ccc3[n+]2CC)Sc2ccccc21	-11%	15
O=c1cc(-c2ccc(O)cc2)oc2cc(O)c(C3OC(CO)C(O)C(O)C3O)c(O)c12 (configuration not stated)	4.4%	-8
On1c(-c2ccco2)nc2c1CCc1nonc1-2	5.3%	2
COc1ccc(-n2nc(C(=O)Nc3ccc4c(c3)OCO4)c3ccccc3c2=O)cc1	x	-4
CCN(CC)S(=O)(=O)c1ccc(Cl)c(NC(=O)CSc2nnc(-c3cccs3)o2)c1	1.1%	26
CCCNC(=O)Nc1cc(C)on1	9.1%	19
CC(CNC(=S)Nc1cc(F)cc(F)c1)CSc1ccc(Cl)cc1 (configuration not stated)	-0.3%	-3
CC1=CC(C)(C)N(S(=O)(=O)c2ccc(F)cc2)c2ccccc21	6.2%	-1
COc1cccc(OC)c1C(=O)Nc1ccc(N2CCN(S(C)(=O)=O)CC2)cc1	-0.4%	13
CC(CC(=O)Nc1ccc2c(c1)OCCO2)c1ccccc1 (configuration not stated)	2.5%	-13
Cc1nn(C)c(C)c1CN(C)C(=O)c1cnn2c1NC(c1ccccc1)CC2C(F)(F)F (configuration not stated)	2.3%	x
CCCCOc1ccccc1P(=O)(O)CP(=O)(c1ccccc1)c1ccccc1	-2.3%	-5
CCOC(=O)N1CCN(C(=O)C2CCN(S(=O)(=O)c3cc(Cl)ccc3Cl)CC2)CC1	3.3%	9
Cc1cc(OC(=O)N(C)C)n(-c2ccccc2)n1	-0.4%	-6
COC(=O)Nc1ccc(NC(C)=O)cc1	1.1%	-5
O=[N+]([O-])c1ccc(OCC(O)CN2CCN(c3ccccc3F)CC2)cc1 (configuration not stated)	5.1%	12
CCCOc1ccc(/C=N/O)cc1	7.9%	x
Cc1nc(NC(=O)c2ccccc2)sc1C1(C)CC(c2ccccc2F)=NO1 (configuration not stated)	-3.4%	x
Cc1cc(CNC(=O)CCc2nnc(CCCc3ccccc3)o2)nn1C	-1.3%	-5
CS(=O)(=O)N(CC(=O)Nc1ccccc1C(=O)N1CCOCC1)c1ccc2c(c1)OCO2	-1.5%	x
Cc1ccc(-c2nc(NCc3cccnc3)c3ccccc3n2)cc1	-1.8%	4
CC(C)CCNC(=O)C(c1ccncc1)N(Cc1cccs1)C(=O)Cn1nnc(-c2ccc(F)cc2)n1 (configuration not stated)	-4.2%	x
O=C(O)COc1ccc(/C=C2\SC(=Nc3ccccc3)N(c3ccccc3)C2=O)cc1	-0.9%	2
O=C(c1ccco1)N1CCN(c2nc3ccccc3n3nnnc23)CC1	-0.8%	x
Cc1cc[n+]2c3c(cccc13)CCC2	-3.0%	-7
Cc1cc(SCC(=O)c2ccc3c(c2)OCO3)nc2ccccc12	3.4%	8
O=C(COc1ccccc1[N+](=O)[O-])N/N=C/c1ccc(O)c([N+](=O)[O-])c1	6.9%	-9
O=C(O)c1sc2ncccc2c1OCc1ccccc1	5.5%	3
O=C(Cn1nc(-c2ccccc2)nc1-c1ccccc1)OC1CCCCC1	-3.3%	x
O=C(NC(=S)Nc1cccc2ncccc12)c1ccco1	2.2%	-8
COc1ccc(NC(=O)C2CCN(Cc3cnn(-c4ccccc4)c3-n3cccc3)CC2)cc1OC	1.5%	8
Cc1nn(-c2ccccc2)nc1CNS(C)(=O)=O	-2.6%	x
COc1cc(NC(=O)COC(=O)/C=C/c2c(C)nn(C3CCS(=O)(=O)C3)c2Cl)cc(OC)c1OC (configuration not stated)	-0.6%	-5
COc1ccc(C)cc1S(=O)(=O)N1CCC(C(=O)N2CCN(C)CC2)CC1	-2.5%	x
O=C(CN1C(=O)COc2ccccc21)N(CCCN1CCOCC1)CC1CC=CCC1 (configuration not stated)	1.5%	-2
Cc1ccccc1C(=O)NC(CC(C)C)C(=O)Nc1ccc(S(N)(=O)=O)cc1 (configuration not stated)	3.9%	4
c1ccc2[nH]c(N3CCOCC3)nc2c1	0.1%	-6
COc1cccc(NC(=O)COC(=O)Cc2ccccc2[N+](=O)[O-])c1	-2.9%	8
COc1ccc2c(=O)c(C(=O)O)c(-c3ccc4c(c3)OCO4)n(C)c2c1	2.8%	-4
Cc1ccc(Cl)cc1NC(=S)N/N=C/c1cccc2ccccc12	1.1%	x
Next compounds:
SMILES	M. tuberculosis GlmU	RmlCD inh 1536
Cc1nn(CC(=O)NNC(=S)Nc2ccccc2)c(C)c1[N+](=O)[O-]	-0.8%	3
Cc1ccc(S(=O)(=O)Nc2cc(C(=O)N3CCOCC3)ccc2N2CCCCC2)cc1	2.2%	102
COc1nc(N(C)C)nc(-n2nnc(C(C)=O)c2C)n1	-0.2%	13
Cc1ccc(C2=NC(C)(C)N3C2C3c2ccc([N+](=O)[O-])cc2)cc1 (configuration not stated)	1.6%	9
COc1ccc(CN(CCC#N)C(=S)NC(=O)c2ccccc2)cc1	-3.1%	x
O=C(COC(=O)c1cc(NS(=O)(=O)c2cccs2)ccc1O)Nc1ccc(F)c(F)c1F	0.4%	-9
CC(C)=CC(=O)OCC(=O)Nc1cc([N+](=O)[O-])ccc1F	-7.5%	10
O=C(/C=C/Nc1ccc(OC(F)(F)F)cc1)C(F)(F)F	-4.1%	x
CC(=O)Nc1ccc(C)c([N+](=O)[O-])c1	6.9%	x
Clc1ccc(Sc2cc(N3CCOCC3)nc(-c3ccccc3)n2)cc1	2.2%	-9
CC(C)n1c(SCC(N)=O)nc2c1c(=O)[nH]c(=O)n2C	1.0%	-7
CCOC(=O)c1c(NC(=O)CSc2nnc(CNc3ccc(C)cc3C)o2)sc(C)c1C	7.0%	x
Cc1nccc(-c2ccc3c(c2)OCO3)n1	-7.0%	-12
FC(F)(F)c1cc(-c2ccco2)nc(NCc2cccnc2)n1	x	0
CCN(CC)C(=O)CP(=O)(c1ccccc1)c1ccccc1	10%	3
Clc1ccc(SCc2cn3ccsc3n2)cc1	-2.3%	11
Cc1cc(O)ccc1Nc1nc(-c2sc(N)nc2C)cs1	0.2%	x
CN(C(=O)c1cc2sccc2n1C)C1CCCCC1	-6.6%	3
Cn1c(=O)c2c(nc(SCC(=O)c3ccccc3F)n2C)n(C)c1=O	2.1%	3
COc1ccccc1CNC(=O)C(=O)NCC1OCCN1C(=O)c1ccc(Cl)cc1 (configuration not stated)	3.7%	-8
COc1ccc(C(=O)Nc2sc(C)c(C)c2CN2CC(C)OC(C)C2)cc1 (configuration not stated)	-3.1%	-6
CCOc1ccc(S(=O)(=O)NCc2ccco2)cc1	-3.6%	1
CN1CCN(c2ccccc2NC(=O)c2ccc([N+](=O)[O-])cc2Cl)CC1	-0.7%	-10
CC(C)C(c1nnnn1Cc1ccc(F)cc1)N1CCN(C(=O)c2ccco2)CC1 (configuration not stated)	-0.5%	x
C/C(=C\C(=O)c1ccccc1)NCc1ccc(F)cc1	0.4%	7
CCOC(=O)C1CCCCN1Cc1cc(Cl)ccc1O (configuration not stated)	9.1%	x
CC(C)C(=O)NNC(=O)CSc1nc(C2CCCCC2)nc2ccccc12	-4.6%	-7
O=S(=O)(CCN1CCSCC1)c1ccccc1	1.4%	5
O=C(/C=C/c1ccccc1Cl)Nc1cccc(O)c1	-8.4%	11
CC(=O)Nc1ccc(C(=O)NCCc2ccccc2)cc1	-6.7%	5
CCOc1cc(/C=N/NC(=O)CNc2ccc(C)cc2)ccc1OC(=O)c1ccccc1	-1.1%	-3
C[C@H]1C[C@@H](C)C(=O)[C@@H]([C@H](O)CC2CC(=O)NC(=O)C2)C1	5.1%	10
O=C(NNc1nc(-c2ccc(Br)cc2)cs1)c1ccco1	-1.7%	8
Nc1nc(NCCCN2CCOCC2)nc(Nc2ccc(F)cc2)c1[N+](=O)[O-]	-0.1%	18
CCCCCN(C(=O)NC(=O)Nc1ccccc1C)S(=O)(=O)c1ccccc1	0.7%	24
O=C(CC1C(=O)NC2CCCCC2N1C(=O)c1ccc(F)cc1)Nc1ccccc1 (configuration not stated)	0.1%	3
CCOC(=O)c1cc(CC)sc1NC(=O)c1cc([N+](=O)[O-])ccc1N1CCOCC1	2.2%	5
C/C(Cl)=C/Cc1c(C)[nH]c2ccc(C)cc2c1=O	-7.1%	-11
Oc1c(N=NC(=S)Nc2ccccc2F)c2ccccc2n1Cc1ccccc1Cl	-9.1%	-3
CCC1(C)Cc2ccccc2-c2nc(NCCCO)n(C)c(=O)c21 (configuration not stated)	-3.6%	6
O=C(O)CSc1ccccn1	-7.2%	4
C/C(CCc1ccc2c(c1)OCO2)=N\N=C1\NC(=O)CC(C(=O)Nc2ccc(Cl)cc2)S1 (configuration not stated)	-0.3%	14
CCOC(=O)c1nnn2c1nc(N1CCOCC1)c1ccccc12	2.6%	-7
COC(=O)[C@@H](NC(=O)N(C1CCCCC1)C1CCCCC1)C(C)C	-0.8%	31
Cc1nn(C)c(C(=O)N/N=C/c2ccc(Br)cc2)c1Cl	0.9%	x
CC(=O)Nc1ccc(NC(=O)c2ccc(C)c(S(=O)(=O)Nc3cccc(C)c3)c2)cc1	-2.1%	17
CO[C@@]1(NC(=O)Cc2cccs2)C(=O)N2C(C(=O)O)=C(COC(N)=O)CS[C@@H]21	3.8%	x
O=C(Nc1cc(Cl)cc(Cl)c1)C1CCC(=O)N1Cc1ccccc1Cl (configuration not stated)	3.5%	x
Nc1nonc1N1CCCCC1	-2.5%	x
Cc1ccccc1-c1nc2sc3c(c2c(=O)o1)CCC3	3.3%	5
Cc1ccc(-c2nc(CCN3C(=O)c4ccccc4C3=O)cs2)cc1	2.8%	5
Cc1cccc(CNC(=O)c2ccccc2N)c1	3.8%	6
Cn1c(SCC(=O)N2CCN(c3ccccc3)CC2)nnc1-c1ccncc1	0.6%	x

Filtered by structure: those above with bromine (2)
SMILES	M. tuberculosis GlmU	RmlCD inh 1536
O=C(NNc1nc(-c2ccc(Br)cc2)cs1)c1ccco1	-1.7%	8
Cc1nn(C)c(C(=O)N/N=C/c2ccc(Br)cc2)c1Cl	0.9%	x

In the list so far, 15 contain an aryl methoxy group.
SMILES	M. tuberculosis GlmU	RmlCD inh 1536
COc1ccc(/C=N/OCC(=O)N2CC3(C)CC2CC(C)(C)C3)cc1OC (configuration not stated)	-3.9%	-2
COc1cc(/C=N\NC(=O)c2c(C)nc3cc(C)ccn23)ccc1O	4.6%	10
COc1ccc(NC(=O)c2ccc(S(=O)(=O)N(C)C)cc2)cc1	-0.7%	-10
COc1cccc(/C=C/C(=O)Nc2ccccc2N2CCOCC2)c1	-1.5%	-3
COc1ccc(-n2nc(C(=O)Nc3ccc4c(c3)OCO4)c3ccccc3c2=O)cc1	x	-4
COc1cccc(OC)c1C(=O)Nc1ccc(N2CCN(S(C)(=O)=O)CC2)cc1	-0.4%	13
COc1ccc(NC(=O)C2CCN(Cc3cnn(-c4ccccc4)c3-n3cccc3)CC2)cc1OC	1.5%	8
COc1cc(NC(=O)COC(=O)/C=C/c2c(C)nn(C3CCS(=O)(=O)C3)c2Cl)cc(OC)c1OC (configuration not stated)	-0.6%	-5
COc1ccc(C)cc1S(=O)(=O)N1CCC(C(=O)N2CCN(C)CC2)CC1	-2.5%	x
COc1cccc(NC(=O)COC(=O)Cc2ccccc2[N+](=O)[O-])c1	-2.9%	8
COc1ccc2c(=O)c(C(=O)O)c(-c3ccc4c(c3)OCO4)n(C)c2c1	2.8%	-4
COc1nc(N(C)C)nc(-n2nnc(C(C)=O)c2C)n1	-0.2%	13
COc1ccc(CN(CCC#N)C(=S)NC(=O)c2ccccc2)cc1	-3.1%	x
COc1ccccc1CNC(=O)C(=O)NCC1OCCN1C(=O)c1ccc(Cl)cc1 (configuration not stated)	3.7%	-8
COc1ccc(C(=O)Nc2sc(C)c(C)c2CN2CC(C)OC(C)C2)cc1 (configuration not stated)	-3.1%	-6
